PKM2 act: increases activity of human pyruvate kinase M2; P14618; purified PKM2, Kinase-Glo ATP luminescence, activation; response scale: 0% is enzyme alone, no compound; Potency, µM (highest dose often 57.5 µM), for inactives: top-dose activation, hits mostly activators; 260,000 tested, 0.34% active; AID 1631; also: potency is read from the fitted curve at half-maximal effect; % is scaled to controls: 0 for no effect and ±100 for the full control effect; nearly all actives have a fitted effect of over 55% in size
Target sequence (P14618 whole entry, looked up): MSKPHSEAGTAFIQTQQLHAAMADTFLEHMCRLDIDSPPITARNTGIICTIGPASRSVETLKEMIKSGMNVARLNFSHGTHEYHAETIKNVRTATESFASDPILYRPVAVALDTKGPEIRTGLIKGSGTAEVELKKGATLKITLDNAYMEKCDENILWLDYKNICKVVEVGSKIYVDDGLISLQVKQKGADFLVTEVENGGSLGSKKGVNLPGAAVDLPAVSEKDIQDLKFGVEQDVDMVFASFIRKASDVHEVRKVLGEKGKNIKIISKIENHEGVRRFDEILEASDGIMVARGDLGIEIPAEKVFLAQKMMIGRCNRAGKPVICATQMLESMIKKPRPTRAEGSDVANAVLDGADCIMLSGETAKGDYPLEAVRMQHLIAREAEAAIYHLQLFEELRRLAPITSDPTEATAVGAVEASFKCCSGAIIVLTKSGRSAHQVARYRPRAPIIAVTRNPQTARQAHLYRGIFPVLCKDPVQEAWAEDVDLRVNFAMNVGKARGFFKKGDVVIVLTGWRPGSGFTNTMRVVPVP
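hPK-M2, >95% pure; 0.1 mM ADP / 0.5 mM PEP final; imidazole pH7.2 buffer w/ 7 mM MgCl2, 50 mM KCl; 1 h RT; Kinase-Glo lum. Intermediate enzyme activity for dual inhibitor/activator qHTS.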
NPC1 prom act: NPC1 promoter activation. 320,000 tested, 2.4% active. Huh7 NPC1 promoter luciferase reporter, 24 h. AID 485313. Potency, µM (highest dose often 9.22 µM), without a hit: at the top dose activation, actives largely listed as activators;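 also: potency is read from the fitted curve at half-maximal effect; % of control where 0% means no effect; nearly all actives have a fitted effect of over 60% in size; reporter is driven by a mutant NPC1 promoter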
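Cells: Huh7 expressing luciferase under the NPC1 promoter, 1500/well. Seeded 2 h, compound added, incubated 24 h at 37 °C. Luciferase reagent, 10 min ambient, then luminescence.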
ELG1 genotox: induces genotoxicity in HEK293T cells with luciferase-tagged ELG1 | AID 504466 | 330,000 tested, 1.3% active | Potency, µM (doses to about 46 µM), inactives show at the top dose activity change, positive = activation, usual class: activators | HEK293T ELG1-luciferase reporter, luminescence, 16 h; also: potency is read from the fitted curve at half-maximal effect; % of control where 0% means no effect; nearly all actives have a fitted effect of over 60% in size
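Reporter readout depends on ELG1 protein level, which increases with genetic stress. After 16 hr compound exposure at 37 °C, luciferase activity was quantified using ONE-Glo.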
VP16 counter: Gal4-VP16 reporter inhibition counter-screen | AID 2546 | Drosophila S2 Gal4-VP16 UAS-luciferase, luminescence, 20 h | Potency, µM (top dose mostly 53.6 µM), inactives show at the top dose activity, negative = inhibition, most hits filed as inhibitors | 310,000 tested, 3.5% active;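 also: Gal4-VP16 expression switched on by copper sulfate through the metallothionein promoter; potency is read from the fitted curve at half-maximal effect; % is scaled to controls: 0 for no effect and ±100 for the full control effect; nearly all actives have a fitted effect of over 50% in size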
Giardia killer: kills Giardia lamblia. Giardia lamblia trophozoite viability. activity change, % at 7.66 µM, hits read low. 340,000 tested, 0.15% active. AID 540267; in the data active = activity change below about -80%; inconclusive = between about -30% and that limit;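 also: parasites exposed to compound for two days anaerobically before the ATP read; % is scaled to controls: 0 for no effect and ±100 for the full control effect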
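Viability, read as ATP luminescence: trophozoites at 100 cells/well, compound added, 48 hrs anaerobic at 37 deg C, then 15-30 min room-temperature development before reading.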
Menin MLL FP TR: menin-MLL binding inhibition, Texas Red mutant peptide; O00255; Menin + Texas Red MLL mutant peptide, fluorescence polarization; Potency, µM (highest dose often 61.6 µM), for inactives: top-dose FP activity change, negative = inhibition, hits mostly inhibitors; 270,000 tested, 0.23% active; AID 1768; active = well fitted inhibition curve with a large enough effect in the polarisation, with a control signal flat, not every such curve was filed as active; inconclusive = small, poorly fitted or top-dose-only effect, or effect the other way, or a change in a side signal; inactive = no such curve, though single readings can be large or run the other way; the % refers to the polarisation; also: potency is read from the fitted curve at half-maximal effect; % of control where 0% means no effect; many of its hits are not listed in these tables
Rab9 promoter act: Rab9 promoter activation; Huh7 Rab9 promoter-luciferase reporter, luminescence, 24 h; AID 485297; Potency, µM (highest dose often 9.22 µM), inactives show at the highest dose activation, negative = inhibition, hits mostly activators; 320,000 tested, 2.8% active; also: potency is read from the fitted curve at half-maximal effect; % of control where 0% means no effect; nearly all actives have a fitted effect of over 60% in size
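Huh7 cells stably carrying Rab9 promoter–luciferase reporter, plated 1500 cells/well, compound added after 2 h and incubated 24 h at 37 °C; luciferase luminescence then read after 10 min with detection reagent.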
FLuc counter: inhibits or activates purified firefly luciferase, miR-21 counter-screen | purified FLuc, Km substrates, luminescence inhibition | Potency, µM (titrated, usually from 57.5 µM), for the others: at the top dose activity change, negative = inhibition, most hits filed as inhibitors | 360,000 tested, 6.9% active;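 also: potency is read from the fitted curve at half-maximal effect; plate controls were vehicle for no effect and reference inhibitor for full effect; nearly all actives have a fitted effect of over 55% in size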
Target sequence (P08659 whole entry, looked up): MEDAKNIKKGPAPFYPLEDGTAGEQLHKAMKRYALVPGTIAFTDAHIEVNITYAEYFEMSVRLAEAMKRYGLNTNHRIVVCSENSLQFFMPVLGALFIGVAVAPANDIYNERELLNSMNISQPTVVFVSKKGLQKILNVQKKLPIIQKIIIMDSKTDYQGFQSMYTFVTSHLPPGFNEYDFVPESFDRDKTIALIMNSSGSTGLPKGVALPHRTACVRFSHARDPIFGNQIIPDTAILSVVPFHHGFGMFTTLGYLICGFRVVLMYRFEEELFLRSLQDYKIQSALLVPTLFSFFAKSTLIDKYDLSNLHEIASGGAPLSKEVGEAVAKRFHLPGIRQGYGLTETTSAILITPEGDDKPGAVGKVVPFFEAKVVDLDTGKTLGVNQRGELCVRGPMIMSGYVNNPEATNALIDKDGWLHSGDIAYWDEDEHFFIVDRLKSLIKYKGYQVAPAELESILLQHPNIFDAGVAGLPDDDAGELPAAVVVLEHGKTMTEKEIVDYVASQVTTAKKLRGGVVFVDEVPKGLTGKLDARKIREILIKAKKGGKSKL
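Purified P. pyralis luciferase, 10 nM final, with Km-level 10 uM D-luciferin and 10 uM ATP in 50 mM Tris acetate pH 7.5, 10 mM Mg acetate, 0.01% Tween-20, 0.05% BSA; 6-point qHTS titration about 60 µM downward; luminescence read.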
RORg inh: ROR gamma (mouse) transcription inhibition. Drosophila S2 Gal4-RORgamma UAS-luciferase reporter, 20 h. 310,000 tested, 5.4% active. Potency, µM (titrated, usually from 53.6 µM), for inactives: at the top dose activity change, negative = inhibition, hits mostly inhibitors. AID 2551. P51450; also: potency is read from the fitted curve at half-maximal effect; % is scaled to controls: 0 for no effect and ±100 for the full control effect; nearly all actives have a fitted effect of over 60% in size
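Stably transfected Drosophila Schneider cells are the test system, with ROR gamma fused to Gal4 and luciferase under UAS control; luminescence is read after 20 hr of 700 uM copper sulfate induction at ambient temperature.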
p53 reactivation: mutant p53 re-activation in reporter cells | H1299 p53-A138V BP100-luciferase reporter, luminescence, 24 h | Potency, µM (top dose mostly 92.2 µM), for the others: top-dose activity change, positive = activation, usual class: activators | 320,000 tested, 0.063% active; also: potency is read from the fitted curve at half-maximal effect; % of control where 0% means no effect; nearly all actives have a fitted effect of over 45% in size
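p53-null H1299 cells stably carrying temperature-sensitive p53-A138V and a BP100-luciferase reporter were pinned with compounds (4-point, 1:5 series) and held 24 hrs at 37 deg C. Luminescence was read 10 min after detection reagent.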
BRCA1 expr up: activators of BRCA1 expression | MCF7-BRCA1-FFLuc reporter, luminescence, 48 h; response scale: scaled: vehicle 0%, 10 µM genistein 100% | Potency, µM (series often up to 46.1 µM), inactives show top-dose activation, most hits filed as activators | 380,000 tested, 1.1% active | AID 624202; also: potency is read from the fitted curve at half-maximal effect; nearly all actives have a fitted effect of over 80% in size; some results filed as inactive show a strong effect at the top dose
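MCF7-BRCA1-FFLuc cells, 2000/well in phenol-red-free MEM, attached 2 h then treated 48 h at 37 C. Luciferase luminescence read 15 min after reagent; normalized to genistein maximum activation (10microM) and DMSO, concentration-response fitted.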
* marks the source's active call; other numbers are inactive results; ? = inconclusive; . = no result given; [ ] = another dose, or the depositor's remark. Unless noted, calls follow the shape of the dose curve; as a rule, active = well fitted curve in the direction sought with a large enough effect; inconclusive = small, poorly fitted or top-dose-only effect, or another doubt; inactive = no such curve, though single readings can be large; an effect the other way counts as inactive or inconclusive.

SMILES	PKM2 act	NPC1 prom act	ELG1 genotox	VP16 counter	Giardia killer	Menin MLL FP TR	Rab9 promoter act	FLuc counter	RORg inh	p53 reactivation	BRCA1 expr up
Cc1c(F)cccc1NC(=O)CSCC(=O)Nc1ccccc1	8.8%	-1.5%	1.2%	6.3%	-13.5	-0.2%	-9.5%	6.6%	16.9%	-0.7%	-14.2%
Cc1ccsc1CN1CCN(c2ccccn2)CC1	-4.8%	-2.0%	2.1%	-8.7%	-3.4	-10.2%	2.9%	0.3%	8.8%	2.6%	3.6%
COc1ccccc1NC(=O)c1cc(-c2ccc(C)o2)nc2ccccc12	.	-1.3%	-0.9%	-8.4%	-0.3	-12.5%	13.4%	7.57µM*	36.4%	1.8%	-31.3%
CCC(C)(C)NC(=O)C(C(C)C)N(CC1CCCO1)C(=O)CNS(=O)(=O)c1ccc(F)cc1 (configuration not stated)	.	-2.8%	0.6%	-7.7%	-1.5	.	0.2%	-0.7%	-14.7%	-0.4%	-9.1%
CNS(=O)(=O)c1cnccc1N1CCN(c2cccc(C(F)(F)F)c2)CC1	-2.8%	-1.2%	-3.1%	7.7%	4.3	7.1%	-8.5%	1.9%	2.7%	-0.4%	-8.7%
COCCNCC(=O)N1CCCCCC1	.	0.4%	1.3%	-6.8%	3.6	-14.4%	3.6%	0.4%	38.0%	-4.3%	-4.1%
CCOC(=O)N1CCC(N(CCN(C)C)C(=S)Nc2ccccc2C)CC1	-7.8%	-0.8%	0.4%	-1.6%	-5.4	-6.6%	0.1%	4.1%	-14.3%	-8.4%	0.5%
CC(=O)c1ccc(NC(=S)Nc2cccc3ccccc23)cc1	-3.7%	5.3%	10.4%	?	6.6	6.9%	0.0%	-2.1%	14.1µM*	-6.9%	-6.5%
CC(=O)Nc1ccc(S(=O)(=O)NCc2ccc(C)cc2)cc1	-7.2%	2.6%	-0.8%	-4.6%	-8.9	.	-4.7%	0.3%	26.7%	-2.4%	5.4%
CC(=O)c1cccc(NC(=O)c2ccc(C(=O)Nc3cccc(C(C)=O)c3)nc2)c1	0.9%	1.4%	-0.3%	-4.8%	2.4	0.6%	-1.9%	-8.1%	2.7%	2.0%	2.9%
O=C(NCCN1CCOCC1)C(=O)NCC1OCCN1S(=O)(=O)c1cc(F)ccc1F (configuration not stated)	-3.5%	1.4%	-1.1%	-1.0%	8.4	-0.8%	2.2%	1.7%	-22.0%	13.4%	-7.4%
CS(=O)(=O)Nc1ccc(Br)cc1C(=O)c1ccccc1	-16.1%	4.0%	-2.8%	4.8%	-2.4	3.8%	-1.1%	-1.3%	18.7%	1.7%	2.8%
FC(F)(F)c1cccc(OCc2noc(-c3ccsc3)n2)c1	0.4%	-1.5%	0.1%	-1.5%	-1.5	.	-1.1%	?	?	4.4%	-3.6%
C[C@H]1CC[C@H]2C(=O)N[C@H](Cc3ccccc3)C(=O)N2[C@@H]1c1ccccc1	-2.0%	-5.0%	1.2%	-7.1%[10 µM]	2.8	3.5%[11.7 µM]	-0.5%	5.3%	-22.1%[10 µM]	-0.3%	-11.6%
Cc1ccc(-c2nn(-c3ccc(F)cc3)cc2C(=O)NCC2CCCO2)cc1 (configuration not stated)	.	-7.8%	-8.7%	.	-1.3	.	10.4%	10.7µM*	.	6.7%	51.3%
CCOC(=O)c1cccc(NC(=O)/C=C/c2ccc([N+](=O)[O-])cc2)c1	7.2%	3.0%	2.1%	?	11.2	?	8.0%	2.69µM*	-4.0%[10 µM]	3.7%	-9.3%
CCCCn1c(=O)[nH]c(=O)c2c1nc(-c1cc3c(cc1Br)OCO3)n2C	0.9%	-1.3%	14.0%	0.7%	12.4	-9.4%	-2.7%	6.1%	4.0%	-6.4%	-2.2%
CSc1ccccc1NC(=S)NC1CCCC1	6.2%	-1.2%	-0.5%	7.08µM*	30.1[activator]	0.0%	0.2%	-1.9%	6.31µM*	-1.6%	-7.0%
COc1cccc(/C=N/Nc2ncccc2[N+](=O)[O-])c1OC	-55.8%	?	0.291µM*	4.47µM*	-4.9	.	-4.7%	0.301µM*	1.26µM*	-10.6%	?
C/C(=N\NC(=O)C(C)n1nc(C)c([N+](=O)[O-])c1C)c1ccccc1O (configuration not stated)	4.2%	-22.2%	?	0.178µM*	9.5	0.8%	-28.0%	2.1%	0.141µM*	26.6%	-94.0%
CCOC(=O)CC1C(=O)NCCN1Cc1cccs1 (configuration not stated)	-4.8%	0.9%	1.3%	-5.4%	0.3	-3.6%	-3.5%	0.0%	-1.6%	0.1%	-17.1%
COC(=O)C1CN(C(=O)COc2cccc(C)c2C)c2ccccc2O1 (configuration not stated)	.	-4.0%	-1.2%	-16.0%	28.0	?	-1.7%	?	-8.2%	-0.5%	-10.5%
COc1cc(N)c(Cl)cc1C(=O)OCC(=O)Nc1cccnc1Cl	.	-3.1%	10.7%	.	-0.7	.	-5.6%	3.4%	.	-1.5%	-0.6%
CCNc1c(N)c(=O)oc2ccccc12	-9.9%	-3.2%	1.8%	-9.4%	3.7	-6.3%	0.0%	-2.1%	-5.5%	-1.2%	-25.6%
COc1cc(/C=N/Nc2ccc(F)cc2F)cc(OC)c1OC	3.8%	0.5%	13.6%	30.0%	-12.6	1.8%	2.3%	?	?	5.1%	0.7%
Cc1cc(C)c(C#N)c(SCc2ccccc2C)n1	10.2%	-9.2%	2.7%	-4.9%	9.3	6.8%	-3.8%	-0.6%	7.2%	-7.4%	17.5%
Clc1nc(NC2CCCC2)nc(N2CCOCC2)n1	1.4%	1.5%	-4.0%	2.0%	15.6	-4.1%	-2.4%	-0.5%	39.7%	.	-21.8%
CC(C)C[C@H](NC(=O)N1CCn2c1nc1ccccc12)C(=O)NCC1CCCO1 (some centres not stated)	.	-0.6%	3.6%	-1.6%	-2.4	.	-8.4%	2.0%	0.3%	-3.3%	6.6%
c1ccc(N2CCN(c3ncccn3)CC2)cc1	-4.5%	4.9%	5.7%	0.4%	-17.3	4.8%	24.0%	-12.6%	20.6%	?	37.3%
COC(=O)c1[nH]nc(C(=O)OC(C)(C)C)c1-c1ccccc1	23.7%	0.7%	-1.2%	?	15.6	-10.3%	-3.9%	-1.9%	?	-4.7%	-21.6%
CC1CN(C(=O)C(Sc2ccccc2)c2ccccc2)CC(C)O1 (configuration not stated)	-0.2%	1.0%	1.1%	-9.0%	18.1	?	-0.3%	-2.7%	29.7%	-30.9%[inhibitor]	-22.5%
CC1(C)Cc2c(c(-c3ccccc3)[nH]c(=O)c2C#N)CO1	0.6%	-0.5%	0.6%	-6.8%	-10.9	-4.8%	-7.6%	1.4%	0.1%	-26.5%	-35.8%
COc1ccccc1-c1noc(CCC(=O)NC2CCCCC2)n1	7.2%	0.4%	4.0%	-0.5%	-21.8	.	-5.3%	-3.4%	-3.9%	-2.2%	9.2%
O=C1c2ccccc2C(=O)N1Cc1ccc2c(c1)OCO2	?	1.0%	7.0%	7.6%	0.1	-4.5%	1.8%	-1.8%	3.3%	6.1%	-5.0%
COC(=O)c1ccc(C(=O)OC)c(NC(=O)CS(=O)(=O)Cc2ccccc2)c1	-0.1%	-3.8%	0.1%	-2.0%	-8.6	7.8%	-6.8%	-0.3%	3.3%	-2.4%	-6.3%
COc1cccc(-n2c(SCC(=O)Nc3sc4c(c3C(N)=O)CCC4)nc3ccccc3c2=O)c1	-1.0%	-13.3%	-1.0%	-9.1%	-11.9	-22.2%	2.9%	-13.4%	7.1%	0.9%	-24.4%
O=C(COC(=O)c1cc(NS(=O)(=O)c2cccs2)ccc1O)Nc1cc(Cl)ccc1Cl	-8.3%	1.1%	1.5%	12.6µM*	-18.9	?	-3.4%	-2.3%	?	1.4%	18.9%
CCC(=O)Oc1ccc(C(=O)Nc2c[nH]c(=O)[nH]c2=O)cc1	-16.4%	-2.2%	1.5%	-1.9%	-9.7	-4.8%	0.0%	-15.9%	-24.3%	23.8%	-24.4%
COC(=O)c1ccc(CNC(=O)CSc2nc3ccccc3[nH]2)cc1	.	3.5%	-4.9%	0.5%	-17.7	13.6%	-0.8%	-2.1%	1.8%	-0.4%	-5.3%
Cc1cccc(C(=O)Nc2nnc(S(=O)(=O)N3CCCCCC3)s2)c1	-0.6%	3.0%	5.5%	-1.4%	-27.2	?	1.3%	26.9µM*	16.9%	.	9.8%
O=C(O)c1cccc(N2C(=O)CCC2=O)c1	-0.9%	-3.0%	1.9%	-1.4%	.	.	0.6%	-5.1%	-15.9%	-0.7%	.
Cc1cc(C)n(-c2nc(C)nc3sc4c(c23)CCC(C)C4)n1 (configuration not stated)	-3.1%	-1.5%	16.6%	5.7%	6.2	2.7%	1.3%	2.8%	?	1.3%	-3.1%
COc1ccccc1NC(=O)CN(Cc1ccco1)C(=O)c1ccc(Cl)nc1	-10.8%	1.4%	-3.3%	-26.0%	0.2	6.8%	9.7%	-1.9%	25.4%	1.1%	-62.2%
CSc1nsc(SC)c1C(=O)O	.	2.8%	-2.4%	-5.4%	-3.0	-17.7%	12.1%	?	39.1%	-5.5%	-2.5%

Some of the compounds tested. The share of hits here may be higher or lower than overall.
